# Bioassay records from PubChem.
# Pf growth 48h: Primary qHTS for delayed death inhibitors of the malarial parasite plastid, 48 hour incubation. AID 504832, 2011. Potency, µM (highest dose often 28.7 µM), inactives show top-dose activity change, negative = inhibition, usual class: inhibitors. P. falciparum luciferase growth in erythrocytes, 48 h. 310,000 tested, 5.9% active; further: potency means the concentration at half of the fitted maximal effect; on the % scale 0 is the no-effect control and ±100 the full control effect
#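 Compounds are pin-transferred into medium, infected erythrocytes (2% hematocrit, 0.1% parasitemia final) are added, and plates sit one parasite generation at 37 C in 5% CO2. Detection reagent is then added and luminescence measured.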
# AMA1 RON2 block: qHTS for Inhibitors of AMA1-RON; Towards Development of Antimalarial Drug Lead: Primary Screen; Plasmodium falciparum AMA1 (3D7) - RON2 peptide interaction; AlphaScreen AMA1-biotinylated RON2 peptide binding; Potency, µM (doses to about 58.2 µM), without a hit: at the top dose activity change, negative = inhibition, actives largely listed as inhibitors; 360,000 tested, 0.2% active;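 further: potency means the concentration at half of the fitted maximal effect; 0% = vehicle wells and -100% = peptide control; nearly all actives have a fitted effect of over 45% in size; some results filed as inactive show a strong effect at the top dose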
#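 AMA1 (3D7) with his tag at 25 nM final met compounds first, then biotinylated RON2 peptide at 25 nM; detection used donor plus acceptor beads, 10 µg/mL apiece, read by AlphaScreen after 30 min at room temperature.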
# LmPK inh: qHTS Assay for Inhibitors of Leishmania Mexicana Pyruvate Kinase (LmPK) | Q27686 | purified LmPK, Kinase-Glo ATP luminescence, 1 h | Potency, µM (highest dose often 57.5 µM), inactives show top-dose activity change, negative = inhibition, usual class: inhibitors | 290,000 tested, 0.37% active; further: potency means the concentration at half of the fitted maximal effect; on the % scale 0 is the no-effect control and ±100 the full control effect
# Target sequence (Q27686 whole entry, looked up): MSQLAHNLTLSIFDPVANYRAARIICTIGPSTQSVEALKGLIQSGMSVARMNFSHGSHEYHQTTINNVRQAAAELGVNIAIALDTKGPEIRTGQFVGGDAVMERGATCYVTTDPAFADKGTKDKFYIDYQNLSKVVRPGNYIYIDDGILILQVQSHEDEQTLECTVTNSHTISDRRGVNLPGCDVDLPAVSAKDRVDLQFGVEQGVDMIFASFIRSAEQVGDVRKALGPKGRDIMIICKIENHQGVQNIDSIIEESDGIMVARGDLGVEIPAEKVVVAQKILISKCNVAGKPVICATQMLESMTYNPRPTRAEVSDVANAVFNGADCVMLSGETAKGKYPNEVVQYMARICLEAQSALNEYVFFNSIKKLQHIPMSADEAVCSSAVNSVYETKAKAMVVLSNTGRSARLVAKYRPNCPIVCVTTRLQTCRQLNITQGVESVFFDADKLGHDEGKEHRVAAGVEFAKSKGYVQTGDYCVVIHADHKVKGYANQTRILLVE
#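 In 50 mM imidazole pH 7.2 with 7 mM MgCl2, LmPK (0.1 nM) turned over PEP (0.5 mM) and ADP (0.1 mM) for 1 h at room temperature. Luciferase read-out of ATP.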
# TbPYK inhibitor: qHTS of Trypanosoma Brucei Inhibitors. AID 624173, 2012. TbPYK enzyme, Kinase-Glo Plus ATP luminescence, 45 min. Potency, µM (doses to about 76.8 µM), without a hit: top-dose activity, negative = inhibition, hits mostly inhibitors. pyruvate kinase (Trypanosoma brucei), Q57TT1. 410,000 tested, 0.12% active; further: potency means the concentration at half of the fitted maximal effect; on the % scale 0 is the no-effect control and ±100 the full control effect; nearly all actives have a fitted effect of over 50% in size
#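 Readout: single end-point luminescence (Kinase-Glo Plus, 10 min). Reaction conditions were TbPYK/substrate plus 130 uM ADP, 45 min at RT, pH 7.2 TEA buffer. No-enzyme wells served as controls, and data were normalized before concentration-response fitting.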
# Pf growth 96h: Primary qHTS for delayed death inhibitors of the malarial parasite plastid, 96 hour incubation | 320,000 tested, 6.9% active | AID 504834, 2011 | P. falciparum luciferase reporter growth, 96 h | Potency, µM (series often up to 28.7 µM), for inactives: top-dose activity change, negative = inhibition, usual class: inhibitors; further: potency means the concentration at half of the fitted maximal effect; on the % scale 0 is the no-effect control and ±100 the full control effect
#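 Readout is luminescence from an integrated firefly luciferase in P. falciparum. Red cells, 2% hematocrit and 0.05% parasitemia final, were cultured with compound through two parasite generations (96 hours) at 37 C, 5% CO2.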
# CHX counter: Cycloheximide Counterscreen for Small Molecule Inhibitors of Shiga Toxin. cell reporter, cycloheximide protein synthesis inhibition counterscreen. max response, %. 300,000 tested, 12% active. AID 2314, 2010; in the data active means max response mostly above about 13%, no sharp cut-off; inactive means mostly below about 14%; further: read at 38.3 µM for the half of the compounds with a filed dose; 0% is about no effect
# Shiga toxin inh: A qHTS for Small Molecule Inhibitors of Shiga Toxin; AID 2315, 2010; inhibition, % at 38.7 µM; Vero cells, Shiga toxin protein synthesis inhibition reporter; 290,000 tested, 9.2% active; in the data active means inhibition mostly above about 28%, no sharp cut-off; inactive means mostly below about 43%; further: 0% is about no effect
# * hit, by the source's call; i = inactive; u = inconclusive; x = no result given; & = joins results of further samples; [ ] = another dose, or the depositor's remark. Unless noted, the call rests on the fitted dose curve; in most records, active means well fitted curve in the direction sought with a large enough effect; inconclusive means small, poorly fitted or top-dose-only effect, or another doubt; inactive means no such curve, though single readings can be large; an effect the other way counts as inactive or inconclusive. Hits appear at their usual frequency; any-hit rate near 21%.
SMILES,Pf growth 48h,AMA1 RON2 block,LmPK inh,TbPYK inhibitor,Pf growth 96h,CHX counter,Shiga toxin inh
COc1ccc(Cl)cc1NC(=O)COC(=O)/C=C/c1c(C)nn(C2CCS(=O)(=O)C2)c1Cl (configuration not stated),u,2%,1%,3%,u,-1,-6
C/C(=N/NC(=O)CNC(=O)c1ccccc1F)c1ccc2c(c1)CCCC2,3%,25%,0%,-15%,13%,-1,-13
Cc1ccc(N2CC(C(=O)N/N=C/c3cccc([N+](=O)[O-])c3)CC2=O)cc1 (configuration not stated),-25%,-2%,8%,5%,u,-2,-4
O=C(NCC1CCCO1)C(=O)NCC1CCCN1S(=O)(=O)c1ccccc1 (configuration not stated),3%,-13%,x,0%,10%,x,x
CC(=O)c1ccc(OC(NC(=O)Cc2ccccc2)C(Cl)(Cl)Cl)cc1 (configuration not stated),-3%,9%,4%,11%,-18%,-2,-17
CC(C)(C)SC(=O)C[C@@H]1NS(=O)(=O)OC2CCCCC21 (some centres not stated),18%,-5%,9%,5%,35%[activator],-3,-15
Cc1ccc(C(=O)NNC(=O)Cc2cccs2)cc1,54%[activator],56%[activator],0%,5%,45%[activator],20*,29
CCOC(=O)N1CCc2[nH]c3ccc(C)cc3c2C1,10%,40µM*,3%,-4%,-17%,6,-4
Cc1cccc(OCC(=O)NNC(=O)c2ccc([N+](=O)[O-])cc2)c1,4%,49%[activator],5%,0%,40%[activator],-3,2
O=C(Nc1nc2ccccc2[nH]1)C12CC3CC(CC(C3)C1)C2,u,8%,3%,3%,x,40*,63
Cc1cc(NC(=O)CSc2nc3ccccc3n2CCC#N)no1,23%,u,-4%,-5%,9%,-1,12
O=C(CN(CCc1ccccc1)C(=O)CNS(=O)(=O)c1ccccc1)NCC1CCCO1 (configuration not stated),23%,2%,-4%,-5%,u,-3,-7
CCN1CCN(c2cc(C)c3cc(NC(=S)N4CCOCC4)ccc3n2)CC1,u,6%,0%,22%,61%[activator],1,38
Cc1ccc(S(=O)(=O)N2CCN(CC(=O)N/N=C/c3ccc(C)o3)CC2)cc1,-15%,-4%[2.32 µM],3%,-6%,-19%,0,-5
O=C(Nc1ccc(S(=O)(=O)NCc2ccco2)cc1)c1ccc2ccccc2n1,u,-5%,1%,-7%,x,89*,51*
O=C(O)CCC(=O)N1N=C(c2ccc(Br)cc2)CC1c1ccc(Br)cc1 (configuration not stated),0%,-9%,2%,0%,u,-2,2
CC(=O)c1c(C)n(C)c2ccc(OC(=O)c3ccc([N+](=O)[O-])cc3)cc12,22%,-1%,-2%,-2%,59%[activator],0,28
N#Cc1ccc(OCc2nnc(SCC(=O)N3CCCc4ccccc43)n2-c2ccccc2)cc1,15µM*,-11%,1%,0%,3.3µM*,0,-12
COc1ccc(C2(C(=O)Nc3cc(C)on3)CCOCC2)cc1,-15%,-6%,1%,0%,22%,0,-3
CCOC(=O)c1cc2c(=O)n3ccccc3nc2n(CCOC)c1=NC(=O)c1ccncc1,-6%,-3%,-3%,0%,u,-3,-8
Cc1nc(NCCc2ccc(F)cc2)c2nnn(Cc3ccccc3)c2n1,-9%,-5%,-4%,4%,u,0,10
COc1cc2c(cc1O)[C@H](Cc1ccc(Oc3cc(C[C@@H]4NCCc5cc(OC)c(O)cc54)ccc3O)cc1)NCC2,0.74µM*,x,3%,x,0.41µM*,-5,-13
Cc1ccc(CCNC(=O)C2CCN(S(=O)(=O)c3ccc4nc5c(c(C(=O)O)c4c3)CCCC5)CC2)cc1,u,10%,-7%,-2%,u,1,18
CCOc1ccc2oc(C(=O)OCC(=O)NC3CC3)c(C)c2c1,18%,6%,2%,-1%,33%[activator],4,23
O=C(CSc1nnc(Cc2cccs2)n1-c1ccccc1)NCc1ccc2c(c1)OCO2,-21%,21%,3%,-12%,x,-2,-4
COc1ccc(S(=O)(=O)N2CCCCC2)cc1NC(=O)c1ccc(C)cc1,20%,-3%,x,-1%,44%[activator],x,x
CNS(=O)(=O)c1cn(CC(=O)N(C)Cc2ccccc2)cc1S(=O)(=O)NC,27%,0%,2%,-10%,13%,-2,-15
COc1cccc(CC(=O)OCc2csc(CC(=O)Nc3ccccc3C)n2)c1,-13%,-3%,x,0%,25%,x,x
COc1ccc(OC)c(NC(=O)CSc2n[nH]c(-c3cccnc3)n2)c1,21%,-6%,6%,3%,-9%,-3,-4
CCNC(=S)NNC(=O)CSc1nc2ccccc2n1C,19%,66%[activator],8%,-18%,31%[activator],-3,-8
O=C(CSc1nc2ccccc2o1)Nc1ccc(N2CCOCC2)c(Cl)c1,136%[activator],4%,4%,1%,x,53*,81*
COC(=O)CC1(c2cccc3ccccc23)C(=O)c2ccccc2C1=O,x,-17%,2%,4%,10%,-4,-6
O=[N+]([O-])c1ccc(N2CCN(c3ccccc3Cl)CC2)cn1,4%,-21%,4%,-11%,0%,15,24
CCOc1ccc(S(=O)(=O)N2CCN(Cc3ccc4c(c3)OCO4)CC2)cc1Cl,26%,u,0%,3%,-29%,-7,-7
N#C/C(=C/c1ccc(-c2ccc(Br)cc2)o1)C(=O)NC1CCCCC1,12%,31%[activator],4%,22%,u,-1,11
Cc1cccn2c(=O)c(C=O)c(NCc3ccccc3)nc12,75%[activator],19%,2%,-2%,15%,5,20
CCOc1cc2[nH]c(=S)n(CCCC(=O)NCc3ccccn3)c(=O)c2cc1OCC,u,59%[activator],-11%,-21%,u,-3,-12
COc1ccc(NS(=O)(=O)c2cccc(C(=O)NCc3ccccn3)c2)cc1,3%,89%[activator],x,-10%,u,x,x
COc1cc(C(Nc2ccc(S(=O)(=O)N3CCC(C)CC3)cc2)C(=O)NCC2CCCO2)cc(OC)c1OC (configuration not stated),13µM*,8%,0%,-12%,u,-4,-10
Cc1ccn(C(=O)c2ccc(NC(=O)CC(C)C)cc2)n1,14%,-24%,3%,4%,-11%,15*,35
COn1c(-c2ccccc2)nc2ccc(Cl)cc21,32%[activator],30%,-12%,-4%,50%[activator],31*,72*
COC(=O)CSc1ccc2nnc(CCNS(=O)(=O)c3ccccc3)n2n1,17%,-8%,0%,1%&3%,31%[activator],5,-10
O=C(N/N=C/c1ccc(OCC2COCCO2)cc1)c1ccc(Br)cc1 (configuration not stated),u,-1%,-2%,4%,-20%,4,15
CC(C)(C)C(=O)Nc1nc2c(c(=O)[nH]1)CCCC2,9.3µM*,4%,-1%,6%,28%,13,-2
O=C(NCCCn1ccnc1)C1CCCN(S(=O)(=O)c2ccc(F)cc2)C1 (configuration not stated),-2%,-7%,0%,0%,u,0,-18
CCN(CC)CCN1C(=O)C2C(C(=O)Nc3cccc(SC)c3)C3C=CC2(O3)C1C(=O)NC1CCCC(C)C1C (configuration not stated),-27%,-6%,2%,-4%,5%,-2,3
COc1ccc(Br)cc1CNC(=O)CCC(=O)N1CCSc2ccccc21,-3%,-8%,-1%,5%&-3%,5%,1,8
CCOc1ccc(N(CC(=O)Nc2ccc(C)c(Cl)c2)S(C)(=O)=O)cc1,76%[activator],0%,5%,7%,-16%,24*,19
OC[C@@H]1[C@@H](c2ccc(F)cc2)C(c2ccccc2)=NN1c1ccccc1,x,231%[activator],x,1%,x,1,i
O=C(COC(=O)C1CCCN1C(=O)C12CC3CC(CC(C3)C1)C2)c1ccc(Br)cc1 (configuration not stated),1%,8%,5%,2%,u,-1,11
CSc1cccc(CN2CCCC(CNC(=O)c3ccc(F)cc3)C2)c1 (configuration not stated),u,-3%,7%,-3%,u,-2,-9
CC1(C)NC(=O)N(CC(O)COc2ccccc2-c2ccccc2)C1=O (configuration not stated),20%,-4%,-1%,0%,-13%,1,47
COc1cc(C2C=C(C34CC5CC(CC(C5)C3)C4)NC(=S)N2)cc(OC)c1OC (configuration not stated),x,48%[activator],8%,-10%,1µM*,2,-9
CCOC(=O)CNC(=O)CSc1nnc(COc2ccc(Cl)cc2)n1CC,5%,17%,-3%,u,-12%,-1,-14
COc1cccc(C(Nc2ccccn2)c2oc(CO)cc(=O)c2O)c1 (configuration not stated),13%,-19%,18%,-8%,-18%,-7,-2
Cc1ccccc1NC(=S)N1CCOCC1,40%,0%,-3%,-1%,u,-2,-5

# Rewritten as tab-separated lines: entries from further up.
mol	Pf growth 48h	AMA1 RON2 block	LmPK inh	TbPYK inhibitor	Pf growth 96h	CHX counter	Shiga toxin inh
COc1ccc(C2(C(=O)Nc3cc(C)on3)CCOCC2)cc1	-15%	-6%	1%	0%	22%	0	-3
CCOC(=O)c1cc2c(=O)n3ccccc3nc2n(CCOC)c1=NC(=O)c1ccncc1	-6%	-3%	-3%	0%	u	-3	-8
Cc1nc(NCCc2ccc(F)cc2)c2nnn(Cc3ccccc3)c2n1	-9%	-5%	-4%	4%	u	0	10
COc1cc2c(cc1O)[C@H](Cc1ccc(Oc3cc(C[C@@H]4NCCc5cc(OC)c(O)cc54)ccc3O)cc1)NCC2	0.74µM*	x	3%	x	0.41µM*	-5	-13
Cc1ccc(CCNC(=O)C2CCN(S(=O)(=O)c3ccc4nc5c(c(C(=O)O)c4c3)CCCC5)CC2)cc1	u	10%	-7%	-2%	u	1	18
CCOc1ccc2oc(C(=O)OCC(=O)NC3CC3)c(C)c2c1	18%	6%	2%	-1%	33%[activator]	4	23
O=C(CSc1nnc(Cc2cccs2)n1-c1ccccc1)NCc1ccc2c(c1)OCO2	-21%	21%	3%	-12%	x	-2	-4
COc1ccc(S(=O)(=O)N2CCCCC2)cc1NC(=O)c1ccc(C)cc1	20%	-3%	x	-1%	44%[activator]	x	x
CNS(=O)(=O)c1cn(CC(=O)N(C)Cc2ccccc2)cc1S(=O)(=O)NC	27%	0%	2%	-10%	13%	-2	-15
COc1cccc(CC(=O)OCc2csc(CC(=O)Nc3ccccc3C)n2)c1	-13%	-3%	x	0%	25%	x	x
COc1ccc(OC)c(NC(=O)CSc2n[nH]c(-c3cccnc3)n2)c1	21%	-6%	6%	3%	-9%	-3	-4
